Screening results as filed in PubChem BioAssay.
TRb-SRC2 inh = disrupts binding of human TR beta to SRC2; P10828; TRbeta-SRC2 peptide binding, fluorescence polarization; receptor liganded with 1 µM T3; Potency, µM (doses to about 106 µM), inactives show at the top dose activity change, negative = inhibition, hits mostly inhibitors; 280,000 tested, 0.065% active; AID 1469;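 note: plate controls were bound peptide for no effect and peptide without receptor for full effect; nearly all actives have a fitted effect of over 50% in size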
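Polarization signal, normalized between peptide-alone and full complex controls, measured compound effects on T3-liganded human TRb LBD (0.6 uM) binding 20 nM Texas Red SRC2 peptide after 5 hr.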
Tau fibril ThT = inhibitors of human tau fibril formation, thioflavin T binding; P10636; recombinant tau K18 P301L, heparin-induced fibrillization, ThT fluorescence; Potency, µM (doses to about 57.4 µM), for the others: at the highest dose activity, negative = inhibition, most hits filed as inhibitors; 270,000 tested, 2.1% active; AID 1460; note: nearly all actives have a fitted effect of over 55% in size
Target sequence (P10636 561-689 P618L limits assumed): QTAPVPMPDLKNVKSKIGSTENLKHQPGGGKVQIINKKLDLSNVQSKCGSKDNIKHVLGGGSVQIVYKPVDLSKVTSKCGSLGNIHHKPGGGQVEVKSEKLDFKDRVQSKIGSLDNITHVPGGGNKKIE
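Recombinant human tau K18 fragment […] carrying P301L, 15 uM unlabeled plus 0.24 uM Alexa 594-labeled, was fibrillized with 20 uM heparin in 100 mM sodium acetate pH 7 for 6 hr at 37 C; 30 uM ThT fluorescence read after 1 hr.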
ALDH1A1 block = inhibitors of human aldehyde dehydrogenase 1A1; P00352; Purified ALDH1A1, NADH fluorescence, propionaldehyde substrate; Potency, µM (doses to about 75.3 µM), without a hit: top-dose activity, negative = inhibition, hits mostly inhibitors; 220,000 tested, 7.3% active; AID 1030; active = well fitted inhibition curve with a large enough effect, not every such curve was filed as active; inconclusive = small, poorly fitted or top-dose-only effect, or another doubt; inactive = no such curve, though single readings can be large or run the other way;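 note: plate controls were no enzyme wells and a reference inhibitor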
Tau fluor cs = counter-screen for tau fibril formation inhibitors | AID 1463 | Potency, µM (highest dose often 57.7 µM), for the others: at the top dose activity change, negative = decrease | tau K18 P301L (four-repeat tau fragment) Alexa594 fluorescence, heparin fibrillization | 280,000 tested, 0.93% active; note: nearly all actives have a fitted effect of over 55% in size
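Human K18 P301L tau (15 uM unlabeled plus 0.24 uM Alexa 594-labeled, final) in 100 mM sodium acetate pH 7 was mixed with compound and 20 uM heparin and incubated 6 hr at 37 C.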
aGal spleen mod = alpha-galactosidase A (human) modulation; human spleen homogenate, 4MU-alpha-Gal fluorescence, 40 min; Potency, µM (doses to about 80 µM), for the others: at the highest dose activity change, negative = inhibition, most hits filed as inhibitors; 240,000 tested, 0.008% active; AID 2107;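 note: 0% = enzyme with vehicle and -100% = no enzyme basal signal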
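Spleen homogenate 1 ug + cpd (titration) + 4-MU-alpha-D-galactopyranoside 1 mM; 37C 40 min; 50 mM citrate/phosphate pH 5.0, 0.01% Tween-20; stop pH 10; fluorescence 365/440; AC50 via Hill.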
TR SRC2 fluor cs = alters Texas Red total fluorescence, flagging assay interference; TRb/SRC2 Texas Red total fluorescence interference; Potency, µM (doses to about 106 µM), inactives show at the highest dose fluorescence change, negative = quenching; 280,000 tested, 0.29% active; AID 1479; active = well fitted curve in either direction with a large enough effect; inconclusive = small, poorly fitted or top-dose-only effect
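Human TRβ ligand-binding domain (0.6 uM) and Texas Red SRC2 peptide (20 nM) in Tris buffer with 1 uM T3 and 5% DMSO were incubated with pinned compound for 5 hr at ambient temperature. Total fluorescence was computed as S + 2P (555/632 nm).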
Tau fibril FP = tau fibrillization inhibition (FP); P10636; 280,000 tested, 0.39% active; K18 P301L tau heparin fibrillization, Alexa594 FP, 6 h; Potency, µM (titrated, usually from 57.7 µM), inactives show at the highest dose activity, negative = inhibition, usual class: inhibitors; note: nearly all actives have a fitted effect of over 55% in size
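Human tau K18 […] P301L fragment, 15 uM unlabeled plus 0.24 uM Alexa 594-labeled tau (final), with compound and 20 uM heparin in 100 mM sodium acetate pH 7; 6 hr at 37 C, then Alexa 594 FP read.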
L3MBTL1 inh = L3MBTL1 (human) inhibition; Q9Y468; AlphaScreen L3MBTL1–H3K9me1 peptide binding; Potency, µM (doses to about 57.1 µM), without a hit: at the highest dose activity, negative = inhibition, hits mostly inhibitors; 230,000 tested, 0.66% active; note: nearly all actives have a fitted effect of over 60% in size
Target sequence (Q9Y468 whole entry, looked up): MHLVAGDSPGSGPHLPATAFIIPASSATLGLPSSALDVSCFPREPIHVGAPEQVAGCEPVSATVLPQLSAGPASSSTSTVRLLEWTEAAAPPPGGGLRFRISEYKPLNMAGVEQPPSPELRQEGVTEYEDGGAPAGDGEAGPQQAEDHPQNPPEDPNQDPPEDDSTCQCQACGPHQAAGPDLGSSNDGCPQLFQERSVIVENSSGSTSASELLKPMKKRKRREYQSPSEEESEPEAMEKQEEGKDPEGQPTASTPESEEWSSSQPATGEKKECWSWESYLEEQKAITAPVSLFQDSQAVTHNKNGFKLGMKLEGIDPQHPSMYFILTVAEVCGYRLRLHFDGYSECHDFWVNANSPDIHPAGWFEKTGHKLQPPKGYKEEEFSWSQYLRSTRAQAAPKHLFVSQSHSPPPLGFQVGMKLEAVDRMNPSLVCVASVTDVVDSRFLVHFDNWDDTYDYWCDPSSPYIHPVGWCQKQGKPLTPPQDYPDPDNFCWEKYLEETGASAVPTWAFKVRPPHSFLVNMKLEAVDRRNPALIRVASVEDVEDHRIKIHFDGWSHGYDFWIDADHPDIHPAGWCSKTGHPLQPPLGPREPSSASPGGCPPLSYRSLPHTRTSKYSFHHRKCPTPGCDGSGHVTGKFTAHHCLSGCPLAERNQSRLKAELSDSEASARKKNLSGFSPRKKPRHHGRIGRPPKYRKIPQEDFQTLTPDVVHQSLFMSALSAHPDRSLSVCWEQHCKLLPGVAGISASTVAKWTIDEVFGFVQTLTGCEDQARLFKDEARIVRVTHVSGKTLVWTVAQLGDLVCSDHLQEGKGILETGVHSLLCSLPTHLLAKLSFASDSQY
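AlphaScreen assay: L3MBTL1 (50 nM final) was preincubated 30 min at room temperature with biotinylated H3(1-15)K9me1 peptide (75 nM final), then 30 min with library compounds; streptavidin donor and nickel chelate acceptor beads (10 ug/mL final) added, 30 min dark.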
The depositor's hits bear a star; ? = inconclusive; . = not tested or not shown; [ ] = dose if it differs, or a comment. Unless noted, calls come from the whole dose curve; as a rule, active = well fitted curve in the direction sought with a large enough effect; inconclusive = small, poorly fitted or top-dose-only effect, or another doubt; inactive = no such curve, though single readings can be large; an effect the other way counts as inactive or inconclusive. Unless noted, % is set by controls: 0 for no effect and ±100 for the full control effect; potency is the fitted concentration of half-maximal effect. This is a random part of the collection; 8.5% or so of the library scored in one or more.

SMILES	TRb-SRC2 inh	Tau fibril ThT	ALDH1A1 block	Tau fluor cs	aGal spleen mod	TR SRC2 fluor cs	Tau fibril FP	L3MBTL1 inh
Cc1ccc2cc(NC(=O)c3cccc(F)c3)ccc2n1	-2%	-1%	.	-10%	-11%	-3%	-4%	-5%
COc1ccc2ccccc2c1/C=N/NC(=O)c1cccc(Br)c1	-2%	?	-3%	-21%	-3%	-4%	?	-2%
O=C(Nc1nc(-c2ccccc2)cs1)C1CCCCN1S(=O)(=O)c1ccccc1 (centres undefined)	2%	?	?	-26%	-12%	1%	?	.
CC(C)(C)c1cc(C(C)(C)C)c2oc(=O)c(-c3nc4ccccc4[nH]3)cc2c1	-2%	3%	.	0%	.	3%	-2%	.
O=C(CCC(=O)N1CC2CCCN2c2ccccc21)NCc1ccccc1F (centres undefined)	-13%	-8%	.	-17%	.	0%	-10%	.
Cc1ccc(-c2cc(C(=O)N3CCN(C(=O)c4ccco4)CC3)no2)cc1	6%	?	-2%	-6%	5%	3%	4%	-13%
Cc1ccc(-c2nc(SCC(=O)NCC3CCCO3)c(-c3ccccc3)[nH]2)cc1 (centres undefined)	2%	-18%	?	?	5%	-1%	9%	-8%
O=C(CCCCn1c(=O)c2ccccc2n(Cc2ccccc2Cl)c1=O)NCc1ccc2c(c1)OCO2	2%	2%	.	-1%	.	-27%	-1%	.
CN1CCN(C(=O)C2CCN(S(=O)(=O)c3ccc4c(c3)oc(=O)n4C)CC2)CC1	5%	6%	0%	-2%	-3%	-1%	8%	11%
CCOc1cc(/C=N/NC(=S)Nc2ccccc2C(F)(F)F)ccc1OCC(=O)N1CCOCC1	-9%	-5%	?	-5%	7%	-6%	4%	-13%
Cc1ccc([N+](=O)[O-])cc1NC1OC(CO)C(O)C1O (centres undefined)	0%	-15%	-7%	-14%	-9%	2%	-7%	5%
O=C1N[C@@H](Cc2ccccc2)[C@@H](c2ccco2)O1	0%	4%	.	2%	4%	-4%	-6%	.
Cc1cc(C)c(C)c(C(=O)CSc2nnc(C)c(=O)[nH]2)c1C	1%	-11%	16%	-8%	-3%	2%	4%	.
CC(C)[C@H](NC(N)=O)C(=O)Nc1ccc(OCc2ccccc2)cc1	-5%	-3%	9%	7%	-6%	-1%	10%	6%
O=c1oc2c(-c3ccc([N+](=O)[O-])cc3)cc(O)cc2s1	-6%	?	?	?	-1%	-12%	1%	-22%
COC(=O)COc1ccc(-c2nn(C)c(=O)c3ccccc23)cc1	10%	-9%	-6%	-6%	2%	-1%	-11%	-8%
CCN(CC)c1cc2c(cc1F)c(=O)c(S(=O)(=O)c1cc(C)ccc1C)cn2Cc1ccccc1	2%	4%	.	4%	.	5%	2%	.
COc1ccc(OC)c(CNC(=O)Cc2c(C(=O)O)[nH]c3ccc(Cl)cc23)c1	-6%	-6%	-5%	-2%	-9%	-1%	8%	.
CC(=O)c1ccc(S(=O)(=O)N2CCn3cccc3C2c2ccccc2F)cc1 (centres undefined)	2%	-4%	.	-28%	.	0%	-12%	.
COc1ccc(-c2nc3cc([N+](=O)[O-])ccc3o2)cc1OC	2%	4%	7%	7%	-1%	-3%	3%	-11%
CCOC(=O)C1(CCCc2ccccc2)CCN(Cc2cn(CC)nc2C)CC1	-12%	-14%	?	-2%	-6%	-1%	4%	-6%
Cc1ccc(C)c(NC(=O)Nc2csc3c2CCCC3)c1	4%	?	.	-20%	.	1%	0%	.
c1ccc(OCCCCN2CCOCC2)cc1	2%	1%	4%	8%	-3%	2%	11%	.
O=Cc1c(-c2ccccc2)nc2ccccn12	6%	1%	.	-3%	13%	0%	0%	9%
CCOc1ccc(-n2c(C)nc3cc(C(=O)NCc4ccco4)ccc32)cc1	-16%	-8%	?	-1%	-1%	3%	5%	0%
CC1=C(C(N)=O)C(c2ccc(C(C)C)cc2)n2nc(SCc3ccccc3)nc2N1 (centres undefined)	-7%	13%	.	-6%	.	-1%	-8%	.
CCOC(=O)c1c(NC(=O)CN2CCCCC2)sc(C)c1C	6%	-4%	-4%	-9%	-1%	1%	-2%	1%
Cc1cc(C)cc(NC(=S)N(CCN2CCCCC2)Cc2ccco2)c1	-7%	1%	-8%	-11%	5%	-7%	-1%	.
O=C(Cc1csc(-c2ccccc2)n1)NCc1ccco1	-2%	-8%	-3%	2%	4%	-2%	-3%	-3%
COc1ccc(/C=C/C(=O)NC(=S)Nc2ccc(S(=O)(=O)Nc3nccnc3OC)cc2)cc1	8%	?	?	-18%	3%	0%	7%	-10%
O=C(O)CC1S/C(=N/N=C/c2ccc(-c3ccccc3[N+](=O)[O-])o2)NC1=O (centres undefined)	?	2.2µM*	8.9µM*	-30%	1%	-1%	?	.
COc1ccc(N2CC(C(=O)NCc3ccccc3)CC2=O)cc1 (centres undefined)	-9%	-8%	16%	-7%	4%	-2%	-11%	3%
CCOc1ccc(Cn2c(CNS(=O)(=O)c3ccc([N+](=O)[O-])cc3)nc3cccnc32)cc1	-2%	-4%	.	-24%	.	-1%	2%	.
Cc1ccc(S(=O)(=O)N2CCCC2C(=O)Nn2cnnc2)cc1 (centres undefined)	1%	-1%	2%	-3%	-2%	0%	-1%	-1%
COc1cc(S(=O)(=O)N2CCOCC2)cc(C(=O)c2nccn2C)c1OC	-3%	-8%	1%	1%	2%	1%	6%	-1%
COc1ccc([N+](=O)[O-])cc1NC(=O)c1cncc(Br)c1	0%	-1%	-4%	-1%	-7%	-3%	-2%	10%
Cc1ccc(N2CC(C(=O)N3CCc4ccccc43)CC2=O)cc1 (centres undefined)	4%	-2%	-4%	-4%	-3%	-4%	3%	0%
COC(=O)Nc1nnc(SCc2ccc(C)cc2)s1	-3%	-8%	3%	-5%	-5%	-1%	2%	19%[11.4 µM]
Cc1ccc(-c2nn(CCC(=O)NCC3CCCO3)c(=O)c3ccccc23)cc1 (centres undefined)	-9%	-9%	?	-8%	1%	-2%	-8%	-6%
CCCn1c(=O)c2c(c3ccccc31)OCC(=O)N2	-1%	12%	3%	10%	1%	-1%	13%	14%
Cn1cnnc1SC(C(=O)Nc1cccc(C(F)(F)F)c1)c1ccccc1 (centres undefined)	-3%	6%	3%	-10%	-18%	-6%	3%	.
CCCCOc1ncnc2c1[nH]c1ccc(OC)cc12	9%	-13%	-6%	-5%	1%	-1%	-5%	-2%
Cc1ccc2nc3sc(C(=O)Nc4c(C)[nH]c(=O)[nH]c4=O)c(N)c3cc2c1	-4%	?	-4%	-25%	4%	-11%	10%	4%
CC(=O)c1sc2nc(-c3cccs3)ccc2c1N	-1%	16µM*	?	?	10%	-5%	-16%	.
COc1ccc(NC(=O)CCn2nc(-c3ccc(Cl)cc3)c3ccccc3c2=O)cc1	-2%	-1%	.	-3%	.	?	-4%	.
O=C(Cc1ccccc1)N1CCC(c2nc3ccccc3[nH]2)CC1	-7%	-5%	8%	-8%	-6%	-2%	-6%	.
COc1ccc(C=O)cc1COc1ccc(Cl)cc1[N+](=O)[O-]	-4%	-11%	2%	-12%	-6%	-1%	-2%	-3%
Cc1ccc(C)c(OCC(=O)Nc2ccc3c(c2)OCO3)c1C	-13%	-8%	-3%	-15%	-1%	-1%	-3%	-9%
CCSC1=C(C#N)C(=O)n2c1cc1c2CCCC1	1%	25µM*	4.5µM*	32µM*[quencher]	12%	-5%	?	.
c1ccc(Sc2ncccn2)nc1	-1%	7%	-11%	-6%	10%	-1%	0%	7%
CN1CCN(S(=O)(=O)c2cccc(C(=O)Nc3nccs3)c2)CC1	2%	-10%	.	-9%	5%	-3%	-2%	-6%
CN(Cc1ccccc1)C(=O)c1cccc(NC(=O)c2ccco2)c1	-5%	-7%	?	-3%	-19%	-3%	-6%	-4%
S=c1[nH]nc(-c2ccccn2)n1/N=C/c1cccs1	2%	-17%	2%	-14%	-5%	-1%	-10%	28µM*
O=C(O/N=C1\CCCc2ccccc21)c1cccs1	-3%	?	10%	-20%	-4%	-4%	-5%	39%[activator]
COc1ccc(CN2CCN(C(=O)c3cc(-c4cccnc4)nc4ccc(Cl)cc34)CC2)c(OC)c1OC	0%	-2%	-1%	1%	1%	0%	-3%	-10%
O=C(Cn1c(=O)oc2cccnc21)Nc1ccccc1Oc1ccc(Cl)cc1Cl	-5%	.	.	16%	3%	-5%	-2%	.
c1ccc(-c2csc3ncn4cnnc4c23)cc1	-4%	0%	-4%	1%	-3%	-1%	2%	-1%
COc1ccc2c(C)cc(SCC(=O)Nc3ccc(Cl)cn3)nc2c1	8%	-11%	?	-10%	2%	-1%	6%	?
COc1ccc(S(=O)(=O)c2c(Nc3ccc(C)cc3)sc(C(=O)c3ccc4c(c3)OCO4)c2N)cc1	1%	-2%	.	-26%	.	3%	-8%	.
COCc1nnc(NS(=O)(=O)c2ccccc2)s1	0%	-4%	?	-16%	2%	-6%	1%	7%
COc1ccccc1C(=O)Nc1ccc(S(=O)(=O)N2CCCCC2c2cccnc2)cc1 (centres undefined)	6%	-12%	10%	-22%	-2%	0%	11%	-1%
